Assay outcomes from PubChem BioAssay.
M5 antag – antagonists of human muscarinic M5 receptor (CHRM5); CHO-hM5 cells, Fluo-8 calcium fluorescence, ACh EC80; hit rate 0.59% among 360,000; inhibition, % at 3 µM; AID 624040; P08912;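 active = inhibition above a per-plate cutoff, the mean of that plate's test compounds plus 3 SD, cut at about 27% in these data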;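 note: 0% = acetylcholine EC80 with DMSO and 100% = DMSO without agonist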
Target sequence (P08912 whole entry, looked up): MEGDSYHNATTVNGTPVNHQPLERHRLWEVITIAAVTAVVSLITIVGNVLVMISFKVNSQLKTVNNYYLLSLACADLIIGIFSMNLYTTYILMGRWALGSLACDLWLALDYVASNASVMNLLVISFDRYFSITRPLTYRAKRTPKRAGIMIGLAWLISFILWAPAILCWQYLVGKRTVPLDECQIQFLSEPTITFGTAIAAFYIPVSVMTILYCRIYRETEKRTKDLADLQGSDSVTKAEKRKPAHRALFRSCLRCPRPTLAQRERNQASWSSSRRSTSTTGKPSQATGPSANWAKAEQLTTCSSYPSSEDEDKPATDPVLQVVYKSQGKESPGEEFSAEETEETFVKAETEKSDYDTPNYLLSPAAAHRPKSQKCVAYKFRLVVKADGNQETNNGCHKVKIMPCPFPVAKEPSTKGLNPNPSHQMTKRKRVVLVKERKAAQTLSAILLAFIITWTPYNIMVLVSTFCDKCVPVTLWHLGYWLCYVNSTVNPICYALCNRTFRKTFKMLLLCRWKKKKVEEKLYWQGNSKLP
M4 ag – agonists of human muscarinic M4 receptor (CHRM4); P08173; CHO-K1 hM4/Gqi5, Fluo-8 calcium fluorescence; vehicle 0%, full acetylcholine response 100%; activation, % at 3 µM; hit rate 0.14% among 360,000;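 active = activation above the run mean over all test wells plus 3 SD, cut at about 32% in these data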;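 note: peak over basal fluorescence ratio per well then scaled between controls; 0% = DMSO wells and 100% = acetylcholine at EC100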
CRFR2-BP ag – CRF-BP/CRF-R2 complex agonism. HEK293 CRF-R2/CRF-BP, calcium dye fluorescence (FLIPR); percent of saturating CRF peptide response. activation, % at 13.2 µM. hit rate 0.46% among 350,000. AID 588473;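 active = activation of at least 50%, plus an integration ratio under a set limit after plate pattern correction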;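 note: plate controls were neutral control wells without compound for no effect and CRF at EC100 for full effect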
CHRM4 PAM – potentiates acetylcholine response at human M4 receptor | CHO-K1 hM4/Gqi5, Fluo-8 calcium fluorescence, ACh EC20; 0% = ACh EC20, 100% = maximal ACh | activation, % at 3 µM | AID 624126 | hit rate 0.4% among 360,000;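 active = activation above its plate's cutoff, the mean activation of sample wells plus 3 SD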; note: some results filed as inactive read as strong as hits
M5 ag – CHRM5 agonism in calcium assay; P08912; CHO-K1 hM5 cells, Fluo-8 calcium fluorescence; 0% DMSO wells, 100% maximal acetylcholine response; activation, % at 3 µM; hit rate 0.19% among 360,000;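 active = activation above the run's mean over test compounds plus 3 SD, cut at about 23% in these data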;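 note: signal is peak over basal fluorescence ratio across the kinetic read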
M4 antag – CHRM4 antagonism in calcium assay; P08173; CHO-hM4 cells, ACh EC80, Fluo-8 calcium fluorescence; inhibition, % at 3 µM; hit rate 0.73% among 360,000;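 active = inhibition above its plate's cutoff, the mean inhibition of sample wells plus 3 SD, cut at about 27% in these data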;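 note: 0% = acetylcholine EC80 with DMSO and 100% = DMSO without agonist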
M1 PAM – positive allosteric modulators of human M1 muscarinic receptor; activation, % at 3 µM; hit rate 0.088% among 360,000; AID 588819; P11229; CHO-K1 hM1, Fluo-8 calcium fluorescence, ACh EC20; 0% = ACh EC20, 100% = maximal ACh; in the data active = activation above about 19%, passing the limit was not always enough
Target sequence (P11229 whole entry, looked up): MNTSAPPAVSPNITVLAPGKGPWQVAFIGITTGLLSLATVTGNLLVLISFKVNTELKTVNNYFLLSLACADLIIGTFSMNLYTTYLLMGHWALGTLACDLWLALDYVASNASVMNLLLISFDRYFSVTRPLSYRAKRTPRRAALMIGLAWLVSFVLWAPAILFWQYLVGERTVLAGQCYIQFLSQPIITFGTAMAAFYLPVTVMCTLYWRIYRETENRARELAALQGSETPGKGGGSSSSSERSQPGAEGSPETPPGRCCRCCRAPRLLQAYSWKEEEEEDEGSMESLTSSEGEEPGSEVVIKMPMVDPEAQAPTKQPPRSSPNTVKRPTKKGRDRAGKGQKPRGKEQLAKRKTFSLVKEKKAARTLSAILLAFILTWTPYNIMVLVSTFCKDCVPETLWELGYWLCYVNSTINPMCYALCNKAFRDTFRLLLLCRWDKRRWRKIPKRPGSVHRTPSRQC
CHRM5 PAM – potentiates acetylcholine response at human M5 receptor; AID 624038; CHO-K1 hM5, Fluo-8 calcium, ACh EC20 PAM; 0% = ACh EC20, 100% = ACh EC100; hit rate 0.3% among 360,000; P08912; activation, % at 3 µM;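 active = activation above the run cutoff, the mean activation of all test compounds plus 3 SD, cut at about 18% in these data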
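Measured by: Fluo-8 calcium fluorescence; material: human M5 receptor in CHO-K1 cells; schedule: Post-acetylcholine fluorescence recording 140 s; benchmarks: low control EC20 acetylcholine (0%), high control EC100 acetylcholine (100%); read-out: Max/basal fluorescence ratio as % of EC20–EC100 ACh window; compound: single dose, 3 µM nominal final test concentration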
CRFR2-BP antag – antagonists of CRF-binding protein/CRF-R2 receptor complex | inhibition, % at 11.8 µM | hit rate 0.59% among 350,000 | HEK293 CRF-R2/CRF-BP, CRF-induced calcium fluorescence;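 active = inhibition of the ligand-induced calcium signal above about 50% at the single tested concentration, limit read from the data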
Active calls of the source: *; / = no result given. Outcome played no part in choosing rows; 2.6% or so of the library scored in one or more.

SMILES | M5 antag | M4 ag | CRFR2-BP ag | CHRM4 PAM | M5 ag | M4 antag | M1 PAM | CHRM5 PAM | CRFR2-BP antag
CC(C)(C)n1nnnc1C(c1ccccc1)N1CCN(C/C=C/c2ccccc2)CC1 (stereo unspecified) | 68* | 1 | / | -15 | -7 | 28* | -24 | -22 | /
NC(=O)CC(NC(=O)Cc1cccc2ccccc12)c1ccc(NCCN2CCCCC2)c([N+](=O)[O-])c1 (stereo unspecified) | 11 | 1 | 0.5 | 8 | -2 | 2 | 9 | 2 | -7
COc1ccc2cc(S(=O)(=O)Nc3ccccn3)ccc2c1 | 4 | 1 | 0.7 | 0 | -3 | -5 | 17 | 1 | 0
COCCCNC(=O)CN(C1CCCCC1)S(=O)(=O)c1ccc(C)cc1 | -2 | 2 | -0.7 | -2 | 1 | 7 | 3 | 2 | -14
O=C(NCc1ccco1)C1CCCN(S(=O)(=O)c2ccc(Cl)cc2)C1 (stereo unspecified) | 1 | 2 | 0.2 | -3 | -1 | 13 | 13 | 1 | -1
O=C(c1cccnc1)C1CCCN(Cc2nc(Cc3ccccc3F)no2)C1 (stereo unspecified) | -7 | 11 | 4.2 | -3 | 2 | -3 | 13 | -9 | -19
O=C(Cc1cccs1)NCc1cccc(CNC(=O)Cc2cccs2)c1 | 4 | 1 | 0.2 | 2 | -5 | -5 | 11 | -1 | 2
CCCOc1ccc(-c2nc(N3CCN(CC)CC3)c3ccccc3n2)cc1 | 8 | 3 | 1.7 | 3 | -6 | 0 | 13 | -1 | -25
CCn1c(CNc2ccc(Cl)cc2)nnc1SCC(=O)NCc1ccccc1 | -1 | 2 | -0.2 | -2 | -2 | -8 | 4 | -6 | -23
Cc1ccc(C(=O)NCCN2CCC(n3c(=O)[nH]c4ccccc43)CC2)cc1C | -7 | 7 | / | -1 | -5 | -21 | / | -11 | /
O=C(c1cc(Cl)nc2ccccc12)N1CCN(S(=O)(=O)c2cccc(C(F)(F)F)c2)CC1 | 0 | 0 | 3.1 | 4 | 0 | -2 | 5 | 0 | -11
CCOc1cc2c(C#N)c(N3CCNCC3)nc(N)c2c(N)n1 | -2 | 0 | 1.6 | 3 | -10 | 5 | 8 | 16 | 14
C[C@@H](NC(=O)c1nc[nH]c1C(=O)NC1CCN(C(=O)OC(C)(C)C)CC1)c1ccccc1 | 19 | 0 | -1.5 | 6 | -5 | 6 | 0 | -7 | -2
CCc1ccc(C(=O)NNC(=O)C2CSC3(C)CCC(=O)N23)cc1 (stereo unspecified) | -12 | 0 | -2.7 | -1 | -6 | -3 | 6 | 13 | 1
CCN(c1ccc(NC(=O)COC(=O)/C=C/c2ccco2)cc1)C(C)C | 2 | 0 | -5.4 | 0 | -8 | -10 | -6 | 3 | 3
CC1(C)C(=O)N(CCN2CCC(C(=O)c3ccc(F)cc3)CC2)c2ccccc21 | 16 | 28 | -0.7 | -16 | 13 | 9 | -11 | -20 | -7
O=C(Nc1ccccc1)N1CCC(C(=O)N2CCN(c3ccccc3F)CC2)CC1 | -1 | 2 | -1.1 | -7 | 0 | -3 | 7 | 2 | -10
CN1C(=O)c2ccc(NC(=O)C3CC3)cc2C1=O | -13 | 1 | 0.7 | 3 | -2 | -6 | 3 | -3 | -3
CCN(C(=O)COC(=O)c1cc(C)oc1C)c1c(N)n(Cc2ccccc2)c(=O)[nH]c1=O | 11 | 1 | -0.2 | 0 | 1 | 12 | 0 | -12 | -9
CC12CC3(C)CC(C)(C1)CC(C(=O)NC(=S)N1CCOCC1)(C2)C3 | 2 | 0 | 0.1 | -3 | 0 | -9 | 0 | -3 | -32
CCN(CC)CCCNC(=S)N(Cc1cccnc1)Cc1cc2cc(C)cc(C)c2[nH]c1=O | -3 | 1 | -1.5 | -13 | -5 | 2 | -31 | 2 | 6
CN1/C(=C\C(=O)Nc2ccc(Cl)cc2)C(C)(C)c2ccccc21 | 3 | 9 | 0.2 | -13 | -5 | 5 | -18 | -9 | -16
CC(C)C(=O)NNS(=O)(=O)c1ccccc1[N+](=O)[O-] | 3 | 0 | 0.5 | 6 | 1 | 0 | 11 | -4 | 7
CCCS(=O)(=O)NC(=O)C1(C)CCN(C(=O)c2cccc3ccccc23)C1 (stereo unspecified) | 2 | -1 | / | 4 | 0 | -3 | 14 | -1 | /
Cc1c(Cl)cccc1NC(=O)NCc1ccc(F)cc1 | 12 | 1 | -1.5 | 4 | -4 | -14 | 6 | -7 | 8
CCN(CC)C(=O)Cn1cc(S(=O)(=O)CC(=O)NCCc2ccccc2)c2ccccc21 | 6 | 2 | -0.1 | -5 | -5 | 4 | -4 | -4 | -16
CN(CCO)c1cc(N(C)CCO)c([N+](=O)[O-])cc1[N+](=O)[O-] | 14 | 3 | 6.3 | 11 | -3 | 2 | 11 | -1 | 1
COc1ccc(OC(=O)c2ccc(OC)c(S(=O)(=O)N3CCOCC3)c2)cc1 | 19 | 14 | -0.2 | -8 | 0 | -7 | -1 | -8 | -2
COc1cc(SC)ccc1C(=O)Nc1nc(C)cc(C)n1 | 5 | 1 | -0.8 | 2 | -4 | 4 | 19 | -4 | 6
Cc1cccc(C(=O)OCC(=O)N(C)C(c2ccccc2)c2ccccc2)c1[N+](=O)[O-] | 12 | 4 | 0.0 | -6 | 0 | 0 | -6 | -7 | 13
COC(=O)CC1=NN(c2nc3ccccc3s2)C(=O)/C1=C/N(C)C | 10 | 1 | 1.0 | 2 | 0 | -2 | 0 | -1 | 6
COc1cccc(CNn2cnnc2)c1OCc1ccccc1F | -1 | 3 | 5.6 | 3 | 2 | 8 | 6 | 1 | 7
Cc1nc(C(=O)NCc2ccccc2)sc1C1(C)CC(c2cccc([N+](=O)[O-])c2)=NO1 (stereo unspecified) | 20 | 11 | 4.2 | -7 | 6 | 7 | 3 | -2 | 16
O=C1OCCC1Sc1ncnc2sc3c(c12)CCC3 (stereo unspecified) | 10 | 1 | -3.0 | 1 | -6 | 7 | -1 | 2 | 16
CC(C)NC(=O)c1nc2c(nnn2Cc2cccc(Cl)c2)c(=O)[nH]1 | 21 | -1 | -0.5 | -1 | -2 | -4 | -1 | -8 | 4
Cc1ccc(-n2[nH]c3c4c(ccc3c2=O)C(=O)c2ccccc2C4=O)cc1 | 9 | 0 | -2.3 | -5 | -2 | 0 | 3 | -6 | -4
CC(=O)Nc1ccc(N2C(=O)CC(c3ccccc3)CC2=O)cc1 | -1 | 2 | -2.5 | 5 | -1 | 0 | 8 | 2 | -13
Cc1ccc(Cn2ccnc2C(=O)Nc2ccccc2)cc1 | 4 | 1 | 0.0 | -7 | 1 | -4 | -1 | -4 | 8
Cc1cccc(-c2cc(C(=O)N/N=C/c3cccnc3)c3ccccc3n2)c1 | 8 | 7 | 1.4 | -6 | 1 | 2 | 3 | 0 | -13
CN(C)S(=O)(=O)c1ccc(C(=O)Oc2ccccc2)cc1 | 5 | 2 | 2.1 | 13 | 0 | 4 | -6 | -1 | 6

Exported comma-delimited: part of the list above
SMILES,M5 antag,M4 ag,CRFR2-BP ag,CHRM4 PAM,M5 ag,M4 antag,M1 PAM,CHRM5 PAM,CRFR2-BP antag
CCN(CC)C(=O)Cn1cc(S(=O)(=O)CC(=O)NCCc2ccccc2)c2ccccc21,6,2,-0.1,-5,-5,4,-4,-4,-16
CN(CCO)c1cc(N(C)CCO)c([N+](=O)[O-])cc1[N+](=O)[O-],14,3,6.3,11,-3,2,11,-1,1
COc1ccc(OC(=O)c2ccc(OC)c(S(=O)(=O)N3CCOCC3)c2)cc1,19,14,-0.2,-8,0,-7,-1,-8,-2
COc1cc(SC)ccc1C(=O)Nc1nc(C)cc(C)n1,5,1,-0.8,2,-4,4,19,-4,6
Cc1cccc(C(=O)OCC(=O)N(C)C(c2ccccc2)c2ccccc2)c1[N+](=O)[O-],12,4,0.0,-6,0,0,-6,-7,13
COC(=O)CC1=NN(c2nc3ccccc3s2)C(=O)/C1=C/N(C)C,10,1,1.0,2,0,-2,0,-1,6
COc1cccc(CNn2cnnc2)c1OCc1ccccc1F,-1,3,5.6,3,2,8,6,1,7
Cc1nc(C(=O)NCc2ccccc2)sc1C1(C)CC(c2cccc([N+](=O)[O-])c2)=NO1 (stereo unspecified),20,11,4.2,-7,6,7,3,-2,16
O=C1OCCC1Sc1ncnc2sc3c(c12)CCC3 (stereo unspecified),10,1,-3.0,1,-6,7,-1,2,16
CC(C)NC(=O)c1nc2c(nnn2Cc2cccc(Cl)c2)c(=O)[nH]1,21,-1,-0.5,-1,-2,-4,-1,-8,4
Cc1ccc(-n2[nH]c3c4c(ccc3c2=O)C(=O)c2ccccc2C4=O)cc1,9,0,-2.3,-5,-2,0,3,-6,-4
CC(=O)Nc1ccc(N2C(=O)CC(c3ccccc3)CC2=O)cc1,-1,2,-2.5,5,-1,0,8,2,-13

Other compounds follow:
SMILES | M5 antag | M4 ag | CRFR2-BP ag | CHRM4 PAM | M5 ag | M4 antag | M1 PAM | CHRM5 PAM | CRFR2-BP antag
CCC(=O)c1cc(Br)ccc1OCC(=O)N1CCN(S(=O)(=O)c2ccccc2)CC1 | 13 | 6 | 0.8 | -9 | -1 | 4 | -2 | -8 | -11
COc1ccccc1N1CCN(C(=O)Cc2ccc(Cl)cc2)CC1 | 14 | 2 | 2.0 | -6 | -4 | -7 | 9 | -8 | 24
COc1ccc(CNS(=O)(=O)c2c(C(=O)N3CCCCC3)c(C)n(C)c2C)cc1 | 4 | 2 | -0.9 | 11 | -6 | -5 | 9 | -4 | 7
CCN(C(=O)c1ccc(NC(C)=O)cc1)c1ccccc1 | -6 | 0 | -0.9 | 19* | 2 | -19 | 1 | -1 | -5
COc1ccc(CNC(=O)CN(C)Cc2ccc(SC)cc2)cc1 | 0 | 1 | -1.2 | 2 | -1 | -1 | 8 | 5 | 5
Cc1ccc(Cl)cc1N1CCN(C(CC(C)C)c2nnnn2CC2CCCO2)CC1 (stereo unspecified) | -7 | 0 | 0.2 | 7 | -3 | -11 | 2 | 5 | -12
N#Cc1nc(-c2ccco2)oc1NCc1ccc(F)cc1 | 1 | 0 | -1.6 | 0 | -3 | -3 | 2 | -2 | 36
COC(=O)Cn1cnc2ccccc2c1=O | 8 | 0 | 0.0 | 12 | -1 | 2 | 1 | 1 | 0
CCOC(=O)c1c(C)[nH]c(NC(=O)NNC(=O)c2ccc(OC)cc2)c1C | 10 | 0 | 0.8 | 2 | 0 | 7 | 4 | -4 | 0
CCOC(=O)Cc1c(C)nc2c(-c3cccc(Br)c3)cnn2c1C | -3 | 1 | -2.1 | 1 | -2 | -7 | 8 | 2 | -24
CC(=O)Nc1ccc(S(=O)(=O)N2CCC(C(=O)O)(c3ccccc3)CC2)cc1 | 11 | 0 | -2.1 | -1 | -1 | 3 | 10 | -3 | 8
CCOc1ccc(CC(C(N)=O)C(N)=O)cc1 | 3 | 1 | -0.7 | 4 | -2 | -1 | 10 | -5 | -7
Cc1c(Cl)cnc(NC(=O)COC(=O)CNC(=O)c2ccccc2)c1Cl | 0 | 1 | 1.2 | 11 | 1 | -2 | 5 | 4 | 2
